Assay outcomes as filed in PubChem.
tim23-1 inh = inhibits growth of tim23-1 mutant yeast | AID 463212 | S. cerevisiae tim23-1 growth, BacTiter-Glo luminescence, 24 h | 330,000 compounds, 1.3% hits | inhibition, % at 20 µM;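 active = growth inhibition of the mutant yeast at or above 50%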;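 note: temperature-sensitive mutant grown at 25 °C; plate controls were DMSO-treated mutant yeast for no effect and medium wells lacking yeast for full effect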
CHOP UPR activ = apoptotic UPR (CHOP) activation | CHO-CHOP luciferase reporter, luminescence; percent of tunicamycin response over DMSO baseline | activation, % at 10 µM | 330,000 compounds, 0.34% hits;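 active = at 10 µM dose, activation of 40% or more, normalized to positive control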;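 note: 100% = tunicamycin at 10 µg/mL and 0% = DMSO alone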
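measured by = luciferase luminescence | assay system = CHO-CHOP cells, stable luciferase reporter of PERK-eIF2a-CHOP signalling | amount = 500 reporter cells seeded per well | timing = 6 h compound exposure at 37 °C after overnight seeding | controls = positive tunicamycin 10 µg/mL, negative DMSO alone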
Jurkat NFkB inh = lowers PMA/ionomycin-induced NF-kB signal in Jurkat cells | AID 435003 | 330,000 compounds, 0.53% hits | inhibition, % at 4 µM | PMA/ionomycin-induced NF-kB luciferase reporter, luminescence; in the data active = inhibition above about 50%
TIM10 inh = growth inhibitors of TIM10 yeast strain; S. cerevisiae TIM10 strain growth, BacTiter-Glo luminescence, 24 h; inhibition, % at 10 µM; 330,000 compounds, 1.4% hits;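 active = inhibition of 40% or more at the single tested concentration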;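 note: wild-type TIM10 isogenic control strain grown at permissive 25 °C; 0% = DMSO yeast wells and 100% = minimal medium wells without yeast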
Mdm2-MdmX inh = inhibitors of human Mdm2/MdmX interaction. O15151+Q00987. SaOS-2 split-luciferase Mdm2/MdmX complementation, luminescence. inhibition, % at 8 µM. 330,000 compounds, 3% hits;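 active = inhibition of at least 50% at 8 µM in the primary screen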
Target sequence (O15151 whole entry, looked up): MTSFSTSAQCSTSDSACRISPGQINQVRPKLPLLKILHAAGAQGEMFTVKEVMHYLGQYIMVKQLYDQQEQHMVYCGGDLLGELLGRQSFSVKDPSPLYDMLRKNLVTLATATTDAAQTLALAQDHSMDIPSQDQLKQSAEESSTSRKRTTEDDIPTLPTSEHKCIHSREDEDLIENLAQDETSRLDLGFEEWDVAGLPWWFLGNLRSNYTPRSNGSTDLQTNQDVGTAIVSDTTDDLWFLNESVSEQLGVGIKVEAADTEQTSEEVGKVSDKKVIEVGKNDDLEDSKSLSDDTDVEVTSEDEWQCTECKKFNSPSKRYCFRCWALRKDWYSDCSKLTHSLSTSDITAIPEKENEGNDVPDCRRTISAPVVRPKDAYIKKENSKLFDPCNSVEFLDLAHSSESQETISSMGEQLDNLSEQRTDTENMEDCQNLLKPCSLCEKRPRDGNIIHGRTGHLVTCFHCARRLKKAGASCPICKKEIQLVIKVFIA
Target sequence (Q00987 whole entry, looked up): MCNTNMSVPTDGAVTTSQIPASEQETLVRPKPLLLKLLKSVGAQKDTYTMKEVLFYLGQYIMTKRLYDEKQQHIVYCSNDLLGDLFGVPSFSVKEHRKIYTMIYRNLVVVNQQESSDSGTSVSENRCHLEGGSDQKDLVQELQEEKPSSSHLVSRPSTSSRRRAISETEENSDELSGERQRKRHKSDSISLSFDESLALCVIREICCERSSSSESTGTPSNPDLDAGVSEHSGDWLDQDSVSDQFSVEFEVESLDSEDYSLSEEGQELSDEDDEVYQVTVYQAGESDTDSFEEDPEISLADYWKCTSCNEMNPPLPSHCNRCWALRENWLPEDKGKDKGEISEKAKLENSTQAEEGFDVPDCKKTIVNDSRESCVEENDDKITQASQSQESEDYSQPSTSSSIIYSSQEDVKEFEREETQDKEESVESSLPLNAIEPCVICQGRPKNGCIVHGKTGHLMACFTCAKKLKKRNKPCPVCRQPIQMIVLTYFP
XBP1 UPR activ = activators of adaptive arm of unfolded protein response (XBP1). CHO-XBP1 luciferase reporter, IRE1-XBP1 UPR activation, luminescence; percent of tunicamycin response, DMSO as zero. activation, % at 20 µM. 330,000 compounds, 0.33% hits;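 active = versus positive control, 20 µM dose yields 30% or more activation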;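 note: 100% = tunicamycin at 10 µg/mL and 0% = DMSO only wells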
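Material – CHO cell line with stable XBP1 luciferase reporter · Buffer or medium – F12 plus 10% FBS · Compound – single point, 20 µM final compound, 1% DMSO · Schedule – 16-18 h cell attachment at 37 °C, then 6 h compound exposure · Signal – Steady-Glo luminescence read · Benchmarks – high control tunicamycin 10 µg/mL final, low control DMSO vehicle only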
697 NFkB inh = inhibitors of the PMA/ionomycin-induced NF-kB reporter in 697 B cells | 697 B-cell NF-kB luciferase reporter, 16 h | inhibition, % at 4 µM | 330,000 compounds, 0.33% hits; in the data active = inhibition above about 35%
tim10-1 inh = inhibits growth of tim10-1 mutant yeast. S. cerevisiae tim10-1 ts strain growth, BacTiter-Glo, 24 h. inhibition, % at 20 µM. 330,000 compounds, 2.2% hits. AID 463190;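 active = inhibition of at least 40%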;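 note: mutant grown at 25 °C; 0% = DMSO wells with yeast and 100% = wells holding no yeast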
* = called active by the depositor; . = not tested or not shown.

SMILES	tim23-1 inh	CHOP UPR activ	Jurkat NFkB inh	TIM10 inh	Mdm2-MdmX inh	XBP1 UPR activ	697 NFkB inh	tim10-1 inh
Cc1ccccc1C(=O)O/N=C(\N)c1ccc([N+](=O)[O-])cc1	49	7.7	-60	34	35	5	-80	53*
O=C(CC(=O)c1c(F)cccc1Cl)c1ccccc1O	63*	-0.4	-28	8	15	8	-47	52*
CC(C)CCOP(=O)(c1ccc(N(C)C)cc1)C(Nc1ccccc1)c1ccc(N(C)C)cc1 (centres undefined)	30	-0.6	-35	24	-28	-3	-27	28
COc1ccc(CN2CCNC(=O)C2CC(=O)NCc2cc(C)n(C)n2)c(F)c1 (centres undefined)	-11	1.1	3	0	-3	-4	14	-7
CCOP1(=O)OCC2OC(n3cnc4c(N)ncnc43)C(O)C2O1 (centres undefined)	-1	-0.7	5	1	18	0	16	-11
COCCNC(=O)c1ccc(N2CC3CC(C2)c2cccc(=O)n2C3)c(NC(=O)c2cc(OC)cc(OC)c2)c1 (centres undefined)	-1	-1.1	-4	11	-16	-2	-17	12
CCCCCCSc1ccc([C@@H]2[C@@H]3C(=O)N(C)C(=O)[C@@H]3[C@]3(C(=O)OC)CCCCN23)cc1OC	30	-0.6	-4	23	27	4	-24	17
COc1cccc(N=CC=C2OC(C)(C)C(C)(C)O2)c1	11	2.9	-11	-2	13	3	-17	25
CC(Oc1ccc2c3c(c(=O)oc2c1)CCCC3)C(=O)NCC1CCC(C(=O)O)CC1 (centres undefined)	5	0.6	2	9	-3	-1	8	8
CCOc1nc(-c2ccncc2)nc2ccccc12	57*	-2.2	-3	58*	34	3	14	29
C[N+]12CCCCC1C(COC(=O)c1ccc3c(c1)OCO3)CCC2 (centres undefined)	-22	-1.1	-11	-7	18	-5	-7	-9
O=C(O)C1CSC2(CCN(Cc3ccccc3)CC2)N1 (centres undefined)	-2	1.5	11	-9	16	0	25	6
CCCOc1ccc(N2C(=O)C3C4C=CC(CC4)C3C2=O)cc1 (centres undefined)	14	0.1	3	7	-10	5	14	13
COc1ccc(C(=O)Nc2ccnn2C2CCN(C(=O)CCC(F)(F)F)CC2)cc1	10	1.8	-29	5	0	-3	-56	-8
CSc1ccccc1NC(=O)c1cnc2scc(C)n2c1=O	35	3.9	-17	12	-57	14	-23	31

One compound at a time, as listed above:
Shown for CC(C)CCOP(=O)(c1ccc(N(C)C)cc1)C(Nc1ccccc1)c1ccc(N(C)C)cc1 (centres undefined) : tim23-1 inh = 30; CHOP UPR activ = -0.6; Jurkat NFkB inh = -35; TIM10 inh = 24; Mdm2-MdmX inh = -28; XBP1 UPR activ = -3; 697 NFkB inh = -27; tim10-1 inh = 28
Shown for CCOP1(=O)OCC2OC(n3cnc4c(N)ncnc43)C(O)C2O1 (centres undefined) : tim23-1 inh = -1; CHOP UPR activ = -0.7; Jurkat NFkB inh = 5; TIM10 inh = 1; Mdm2-MdmX inh = 18; XBP1 UPR activ = 0; 697 NFkB inh = 16; tim10-1 inh = -11

Returning to the listing, starting 3 compounds before the break.
SMILES	tim23-1 inh	CHOP UPR activ	Jurkat NFkB inh	TIM10 inh	Mdm2-MdmX inh	XBP1 UPR activ	697 NFkB inh	tim10-1 inh
CCCOc1ccc(N2C(=O)C3C4C=CC(CC4)C3C2=O)cc1 (centres undefined)	14	0.1	3	7	-10	5	14	13
COc1ccc(C(=O)Nc2ccnn2C2CCN(C(=O)CCC(F)(F)F)CC2)cc1	10	1.8	-29	5	0	-3	-56	-8
CSc1ccccc1NC(=O)c1cnc2scc(C)n2c1=O	35	3.9	-17	12	-57	14	-23	31
CO/N=C(\CS(=O)(=O)Cc1ccc(OC)cc1)c1ccc(Cl)cc1	-5	0.8	7	3	1	-4	-5	3
COc1ccc(C(=O)Oc2ccc3oc(=O)sc3c2)cc1	14	0.9	-10	6	-26	0	-14	10
O=C(/C=C/c1ccc2c(c1)OCO2)c1ccccn1	56*	4.3	-53	22	0	-2	-9	32
Cc1cc(O)cc2c(=O)c3ccccc3sc12	21	1.2	-8	60*	-11	-1	-4	36
CCC(C)c1c(O)nc(SCC(=O)N2CCCCCC2)[nH]c1=O (centres undefined)	1	-0.3	13	10	-5	-4	11	-16
COc1cccc(C(=O)NC(=O)Nc2nc(C)cc(C(F)(F)F)n2)c1	17	-0.8	-8	-9	10	0	-17	9
c1ccc2c(-c3nn[nH]n3)cccc2c1	15	1.1	24	-1	24	1	8	11
O=C1CCCN1CCCNC(=S)Nc1cccc2ccccc12	7	2.5	3	14	-13	-2	12	-1
COCCCNC(=S)NNC(=O)c1cc(-c2cccnc2)nc2ccccc12	1	2.2	14	14	2	-7	1	1
O=c1[nH]c2ccccc2nc1/C=C(\O)c1cccs1	-13	3.0	-31	27	-88	6	-62	7
CC(C)c1ccc(N(C(=O)c2cc3ccccc3oc2=O)C2C=CS(=O)(=O)C2)cc1 (centres undefined)	24	1.5	-18	18	27	-2	-33	30
Cc1ccc(C)c(N2N=C(C(=O)OCC(=O)N(C)c3ccccc3)CCC2=O)c1	20	-0.2	8	-1	13	1	23	5
CC(C)(C)NC(=O)Nc1ccc(F)c(Cl)c1	35	0.5	4	29	-5	-2	-1	46*
CC(Oc1cccc2cccnc12)C(=O)N/N=C/c1ccc2c(c1)OCO2 (centres undefined)	32	1.2	-4	-4	22	1	5	19
COC(=O)N/N=C/c1cn(Cc2ccc(F)cc2)c2ccccc12	20	0.5	4	12	11	-2	19	14
COc1cccc(NC(=O)Cc2nnc(SCC(=O)NC3=NCCS3)n2C)c1	16	0.1	3	-24	-3	-2	10	14
CCCCN(CCCC)C(=S)NC(=O)C(C)(C)C	14	-2.4	6	-2	12	-1	9	20
NC(=O)NC(=O)CSc1nc(C2CCCCC2)n(-c2ccccc2)n1	14	4.6	-14	-20	26	-3	-4	31
COc1ccc(-c2nnc(NC(=O)Cc3ccccc3)s2)c(OC)c1	-13	5.6	-2	-6	38	-2	3	2
O=C(COC(=O)c1ccc(F)c(S(=O)(=O)N2CCOCC2)c1)NCc1ccc(Cl)cc1	4	0.7	2	-3	19	3	12	-1
COc1ccc(OCc2cc(C(=O)NC(C)Cn3cncn3)no2)c(Cl)c1 (centres undefined)	-9	0.6	-28	-3	0	5	-50	2
S=C(Nc1ccc(Cl)cc1)N(CCCN1CCOCC1)Cc1ccco1	12	-2.2	-1	2	-4	-1	0	1
Cc1ccc(S(=O)(=O)Nc2c(Cl)c(Cl)c(O)c3ccccc23)cc1	48	-0.1	-2	9	26	-1	-2	21
COc1cccc(-c2sc3ccc(OC)cc3c2-c2ccc(OCCN3CCCCC3)cc2)c1	59*	7.6	.	14	97*	14	15	19
O=C(Nc1ccncc1)c1ccccc1-c1ccccc1	-8	-0.4	1	6	-17	-1	5	11
O=C(c1ccccc1)C(O)c1ccccc1 (centres undefined)	8	0.7	17	6	24	1	16	12
COc1cc2c(cc1OC)CN(Cc1cc(OC)c(O)c(OC)c1)CC2	17	-0.9	-1	5	-25	-3	27	-5
CC(C)CCn1c(Sc2nc3ccccc3s2)nc2c1c(=O)[nH]c(=O)n2C	8	1.8	11	-4	-1	9	-30	16
Cc1ccc2ccccc2c1COC(=O)c1nonc1N	26	-1.1	8	50*	15	1	13	43*
CCc1ccc(C(=O)NC(CCSC)C(=O)O)cc1 (centres undefined)	1	-0.4	9	-4	-5	1	-10	16
FC(F)(F)c1nc2nncn2c2c1CCCCC2	5	-1.4	-10	-3	-23	-1	-9	5
O=C(NCc1ccco1)C1CCN(S(=O)(=O)c2ccc(-n3cnnn3)cc2)CC1	-1	0.7	1	6	25	5	19	-6
Cn1c(C(=O)NCCN2CCN(Cc3ccccc3)CC2)cc2c(=O)n(C)c3ccccc3c21	-8	0.3	-4	1	35	0	17	-12
CC(C)(C)NC(=S)NCc1cccnc1	17	-1.9	1	-17	3	0	14	9
Cc1cc(C)nc(SCc2nnc(SCC(=O)Nc3ccc(Cl)c(C(F)(F)F)c3)o2)n1	26	0.9	-13	8	-21	-2	-28	23
O=C(O)CC1NCCc2ccccc21 (centres undefined)	5	-1.1	-7	-14	10	3	0	0
O=C(Cn1cnc2c(NCc3ccccc3)ncnc21)NCc1ccc2[nH]ccc2c1	16	1.6	.	-20	-2	0	-11	1
COC(=O)c1ccc(C(=O)OC)c(NC(=S)N2CCN(c3ccccc3)CC2)c1	33	-2.3	6	18	13	-3	13	12
Cc1cc(C(=O)CSc2nc3ccccc3o2)c(C)n1C1CC1	9	6.0	-22	-18	-138	6	-29	0
COc1ccc(C(=O)N/N=C/c2ccc(OC)c(COc3ccc(F)cc3F)c2)cc1	55*	-0.5	16	20	7	-2	-30	9
Cc1ccc(S(=O)(=O)N(CC(=O)N2CCCC2)C2CCCCC2)cc1	12	-0.9	-7	14	-5	-3	12	12
O=C(c1ccco1)N1CCN(S(=O)(=O)c2cccc([N+](=O)[O-])c2)CC1	4	-0.1	4	-9	24	3	8	1
O=C(Nc1ccc2cn[nH]c2c1)c1ccc(Cl)c(S(=O)(=O)N2CCOCC2)c1	-10	4.2	-28	2	-19	-2	-18	-1
Cc1ccc2c(c1)N(C(=O)CCC(=O)NCc1cccnc1)CCO2	7	0.1	4	-14	30	-1	-9	-6
COCC1CCCN(C(=O)c2cc(COc3cccc4cccnc34)on2)C1 (centres undefined)	24	0.6	-3	3	-14	-1	1	11
O=c1c2ccsc2ncn1Cc1cccc(C(F)(F)F)c1	22	1.5	-9	-9	0	-1	-4	18
COc1ccc(/C=C/C(=O)NC(=S)NN2CCCCC2c2cccnc2)cc1OC (centres undefined)	0	-0.5	4	12	35	-2	-9	6
O=C(Nc1ccc2c(c1)OCO2)c1ccc(N2CCCC2)c([N+](=O)[O-])c1	10	2.8	-33	3	-7	0	-11	-16
O=C1c2ccccc2C(=O)c2c1cccc2-n1nnc2ccccc21	1	1.9	12	-3	14	3	6	-19
O=C(COC(=O)C1CCN(C(=O)c2ccc(Cl)cc2)CC1)Nc1ccccc1F	9	-0.3	5	1	-10	-2	7	5
COc1ccc(CNC(=O)c2csc3c2CCCC3)cc1	22	1.2	-6	-23	-2	-3	16	-14
CCCCNC(=O)[C@@](CC)(ONc1ccccc1C(F)(F)F)c1cccc2ccccc12	20	2.3	3	-10	23	-4	13	16
CC(=O)c1ccc(N2CCN(CC(=O)Nc3ccc(N4CCOCC4)cc3)CC2)cc1	11	1.1	-9	-13	8	0	7	5
O=c1cc(CO)oc(CN2CCCC2)c1O	2	-0.4	-19	-6	29	-4	9	-6
CC(=O)c1cccc(CN2CCN(CC(C)C)C(CCO)C2)c1 (centres undefined)	2	0.2	-2	-1	2	1	6	6
CC/C(C)=N/Nc1nc2sc3c(c2c(=O)[nH]1)CC(C)(C)OC3	22	-1.6	-9	3	-4	-4	5	28
CN(CC(=O)Nc1ccccc1Cl)C(=O)CCNC(=O)Nc1ccccc1	-2	-1.1	-5	4	28	0	3	8
O=C(CC1C(=O)NCCN1C/C=C/c1ccccc1)NCCc1cccnc1 (centres undefined)	8	1.1	-7	-5	10	-1	0	0
CCOc1ccc(N(C(=O)CNC(=O)c2ccco2)C(C(=O)NC2CCCC2)c2ccncc2)cc1 (centres undefined)	6	-1.8	-8	-10	2	-2	-3	-10
COc1cc(C2/C(=C(\O)c3ccc4c(c3)CC(C)O4)C(=O)C(=O)N2CCN2CCOCC2)cc(OC)c1OC (centres undefined)	-6	2.1	10	-4	-10	0	12	-2
O=C(CC1Sc2ccccc2NC1=O)NCc1cccc(Cl)c1 (centres undefined)	3	1.5	17	17	23	1	8	11
CC(C)(C)NC(=O)c1ccc(Sc2ccccc2)c([N+](=O)[O-])c1	27	-0.8	-16	16	6	-2	0	42*
